# FadD28 binding: inhibitors of Mycobacterium tuberculosis FadD28 bisubstrate binding. FadD28 bisubstrate probe binding, fluorescence polarization. inhibition, % at 12.5 µM. actives 0.22% (n = 360,000). AID 588549; in the data active means inhibition above about 8.5%, passing the limit was not always enough; inconclusive means no clear call, values can overlap the other calls
# Rv3671c inh: Rv3671c (M. tuberculosis) protease inhibition; actives 0.048% (n = 320,000); P9WHR9; AID 2606; inhibition, % at 5.96 µM; in the data active means inhibition above about 38%;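 further: extracellular domain of Rv3671c used as enzyme; 0% = enzyme with DMSO and 100% = no enzyme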
# Target sequence (P9WHR9 whole entry, looked up, the tested form may be a part): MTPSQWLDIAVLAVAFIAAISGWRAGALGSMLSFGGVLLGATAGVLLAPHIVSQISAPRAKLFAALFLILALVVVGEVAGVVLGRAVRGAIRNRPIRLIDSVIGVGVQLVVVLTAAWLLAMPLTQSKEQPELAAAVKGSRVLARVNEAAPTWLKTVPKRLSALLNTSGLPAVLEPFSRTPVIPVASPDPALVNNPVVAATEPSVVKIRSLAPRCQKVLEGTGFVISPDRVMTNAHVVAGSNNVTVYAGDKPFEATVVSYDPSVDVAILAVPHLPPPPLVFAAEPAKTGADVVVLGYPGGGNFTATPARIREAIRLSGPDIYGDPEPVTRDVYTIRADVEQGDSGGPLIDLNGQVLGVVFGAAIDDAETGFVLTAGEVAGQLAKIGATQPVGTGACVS
# GDH-TPI counter: inhibits GDH-TPI coupling enzymes, artifact for Mtb FBA screen; GDH-TPI coupled enzyme counterscreen, NADH absorbance; inhibition, % at 4.8 µM; actives 1.2% (n = 360,000); AID 588335; in the data active means inhibition above about 30%;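 further: 0% = DMSO wells and 100% = wells lacking the enzyme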
# PrPC TRFRET: inhibitors of human cell surface prion protein PrPC | P04156 | TR-FRET read-out | inhibition, % at 13.8 µM | actives 0.43% (n = 370,000) | AID 720596; in the data active means inhibition above about 24%; further: 0% = median of the test wells and 100% = reference compound wells
# MazEF act: increases E. coli MazEF RNase cleavage of RNA; FAM/BHQ RNA-DNA oligo cleavage fluorescence, 5 h; activation, % at 20 µM; actives 0.32% (n = 350,000); AID 504720; in the data active means activation above about 50%
# Target sequence (P0AE70 whole entry, looked up): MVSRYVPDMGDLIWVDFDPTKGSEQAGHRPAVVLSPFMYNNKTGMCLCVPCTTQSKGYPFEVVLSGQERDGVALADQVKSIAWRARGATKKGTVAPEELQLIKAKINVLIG
# Mtb FBA inh: inhibits M. tuberculosis FBA enzyme. actives 2.3% (n = 360,000). P9WQA3. inhibition, % at 1 µM. purified M. tuberculosis FBA, fluorescence read-out; in the data active means inhibition above about 27%;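 further: 0% = vehicle and 100% = reference inhibitor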
# BoNT-F LC inh: BoNT F light chain protease inhibition; Multiplex microsphere protease cleavage assay, flow cytometry; inhibition, % at 10 µM; actives 0.22% (n = 360,000); in the data active means inhibition above about 35%, passing the limit was not always enough; inconclusive means no clear call, values can overlap the other calls; further: plate controls were buffer without enzyme for full effect and enzyme alone for no effect
# Mtb BioA inh: inhibitors of Mycobacterium tuberculosis BioA enzyme | purified M. tuberculosis BioA enzyme, plate reader | actives 0.096% (n = 360,000) | AID 602481 | inhibition, % at 9.99 µM; in the data active means inhibition above about 40%; inconclusive means no clear call, values can overlap the other calls
# Mtb UGM inh: Mtb UDP-galactopyranose mutase inhibition. P9WIQ1. purified UGM, fluorescence polarization probe displacement. inhibition, % at 10 µM. actives 0.06% (n = 320,000); in the data active means inhibition above about 10%, passing the limit was not always enough; inconclusive means no clear call, values can overlap the other calls
# Target sequence (P9WIQ1 whole entry, looked up): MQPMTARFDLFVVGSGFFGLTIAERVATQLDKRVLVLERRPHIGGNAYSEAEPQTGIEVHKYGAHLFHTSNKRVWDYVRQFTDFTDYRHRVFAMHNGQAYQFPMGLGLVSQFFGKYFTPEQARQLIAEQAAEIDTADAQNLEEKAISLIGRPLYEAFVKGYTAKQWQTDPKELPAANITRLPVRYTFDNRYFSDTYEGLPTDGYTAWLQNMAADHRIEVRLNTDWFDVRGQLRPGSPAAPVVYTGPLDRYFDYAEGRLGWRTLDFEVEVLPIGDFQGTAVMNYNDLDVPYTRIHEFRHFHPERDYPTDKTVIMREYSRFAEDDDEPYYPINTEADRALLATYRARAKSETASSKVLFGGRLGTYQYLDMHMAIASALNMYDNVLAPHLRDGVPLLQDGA
# An asterisk follows results filed as active; u = inconclusive; x = no result given; & = joins results of further samples.
SMILES,FadD28 binding,Rv3671c inh,GDH-TPI counter,PrPC TRFRET,MazEF act,Mtb FBA inh,BoNT-F LC inh,Mtb BioA inh,Mtb UGM inh
O=C(CN1C(=O)c2ccccc2C1=O)Nc1ccccc1F,-3.1,8.0,0.8,-8.9,7.9,-0.4,-7.3,1.3,2.2
CCn1ncc([C@@H]2C[C@H]3CN(Cc4ccccc4C)C(=O)[C@]34CCCN24)c1C,-1.7,-9.7,8.0,-5.2,-1.7,-5.0,6.3,x,2.6
CC(Oc1ccc(F)cc1)C(=O)Nc1nc(-c2ccccn2)cs1 (stereo not given),-4.0,-6.1,0.7,20.1,0.2,0.1,x,0.6,-1.5
COc1ccccc1N(C)S(=O)(=O)c1ccc(C(=O)NCC2CCCCC2)cc1,-3.8,-4.5,8.2,1.0,-3.1,-3.8,-0.9,-1.2,-1.8
O=c1c2cc([N+](=O)[O-])ccc2nc2n1CCC2,-1.4,-1.4,14.5,-42.0,0.5,3.1,19.8,-0.4,1.6
CCOc1ccccc1NC(=S)NC1CCCCC1,-0.8,5.2,0.8,1.1,-1.1,3.0,-8.0,0.7,0.0
C/C=C1\NC(=O)[C@@H](NC(=O)[C@H](CCc2ccc(O)cc2)NC(=O)[C@H](C)NC(=O)[C@H](O)CO)[C@@H](C)OC(=O)[C@H](C(C)C)NC(=O)[C@H](Cc2ccc(O)cc2)N(C)C(=O)[C@H](Cc2ccccc2)N2C(=O)C(CC[C@H]2O)NC1=O (stereo not given in full),-0.2,-1.6,2.8,2.8,6.8,1.6,-4.5,0.8,x
COC(=O)c1sccc1NC(=O)c1cc(OC)cc(OC)c1,-3.5,-12.6,-0.6,-7.6,2.9,4.6,-26.7,-0.5,2.0
COc1ccc(C(CNC(=O)c2ccc(OCc3ccccc3)cc2)N2CCOCC2)cc1 (stereo not given),-0.6,8.1,3.2,-6.1,-4.3,0.5,-7.3,-0.3,0.4
O=C(O)CN(C1CCCCC1)S(=O)(=O)c1ccc(F)cc1,-1.5,-0.9,0.0,-5.3,0.0,0.8,-5.2,x,1.2
CCN(CC(=O)NCc1ccc(F)cc1)C(=O)/C=C/c1ccc(S(=O)(=O)N(CC)CC)cc1,-3.0,19.9,0.4,-4.4,-1.0,-0.1,-0.3,0.8,-1.6
COCCCNC(=O)c1oc2ccc(S(=O)(=O)N3CCOCC3)cc2c1C,-0.5,1.1,-3.7,4.1,-2.1,0.0,-12.9,-0.9,-7.1
CCN(C(=O)COC(=O)CNC(=O)c1ccc(F)cc1)C1CCS(=O)(=O)C1 (stereo not given),-4.3,-0.9,-1.9,-0.1,9.3,0.6,-6.8,x,-1.5
COc1ccc2[nH]cc(/C=C/C(=O)c3ccccc3)c2c1,-0.3,2.4,16.0,0.6,-0.7,-2.4,2.9,x,1.7
C[C@H](CO)N1C[C@H](C)[C@H](CN(C)Cc2cccc(F)c2)Oc2ncc(Br)cc2C1=O,-1.9,x,-4.1,7.7,-18.5,-2.0,-2.3,1.8&-0.9&1.3,x
CC(Oc1ccccc1Cl)C(=O)/C=C/N(C)C (stereo not given),-1.7,-2.3,18.8,-4.1,-9.4,0.1,4.9,0.0,1.6
Cc1cccc(-n2ccc(=O)c(C(=O)Nc3ccc(S(=O)(=O)Nc4nccs4)cc3)n2)c1,-1.7,-9.4,29.3,-4.6,5.9,1.4,-2.3,x,-1.3
O=C(COc1ccc2c(c1)CCC2)NCc1ccc(Cl)cc1,-0.5,-3.2,8.9,-3.3,-14.1,-0.8,-3.0,-1.0,-0.3
CCc1ccccc1N1C(=O)NC(=O)/C(=C\c2cc(C)n(C)c2C)C1=O,-1.7,5.0,5.9,6.5,2.1,-8.5,-1.3,x,-3.2
CCOC(=O)c1c(NC(C)=O)sc2c(OC(C)=O)cccc12,-0.5,2.2,4.9,6.7,-6.0,1.9,-2.7,-1.5,-4.0
CCCNC(=O)c1cc(C2CCCCN2S(=O)(=O)c2ccccc2)on1 (stereo not given),0.6,x,11.0,6.9,x,1.5,1.6,0.7,x
CCC(C)NC(=O)C1CC(c2cccc(OC)c2)=NO1 (stereo not given),-1.7,5.7,-3.0,-1.7,-4.1,1.0,-8.4,-1.0,-0.3
O=S(=O)(Nc1ccccn1)c1ccc(Cl)c2ccccc12,0.4,-4.8,-1.8,18.4,-23.1,1.6,5.1,x,0.1
CCc1nc(SCC(=O)Nc2ccc(F)cc2F)c2c(=O)n(C)c(=O)n(C)c2n1,-4.1,-1.0,-4.6,6.4,-22.4,-1.8,0.9,-2.1,-1.6
CCOC(=O)CSc1nc(=O)n2cc(C)ccc2n1,-1.9,3.1,21.1,-1.2,4.1,1.1,1.1,x,0.0
O=C(COC(=O)Cn1cnc2ccccc2c1=O)NCc1ccccc1Cl,-3.8,-4.6,-9.8,-4.1,1.8,-1.8,-5.7,x,-4.4
COc1ccccc1-c1cc(C(=O)NC2CCN(C)CC2)c2ccc(Cl)c(C)c2n1,-3.5,-3.0,6.3,-0.6,29.1,0.3,-5.0,0.2,2.3
O=C(NCC1COc2ccccc2O1)c1cn(Cc2ccc(F)cc2)nn1 (stereo not given),-1.9,3.9,3.1,-3.4,-1.8,1.5,-26.7,-1.2,1.4
CC(=O)c1coc2ccc(OCCN3CCCCC3)cc12,-1.5,3.5,3.3,-9.6,-4.2,1.5,-12.9,-2.7,3.1
COc1ccccc1NC(=O)CSc1nnc(-c2ccc(NC(C)=O)cc2)n1C,-5.2,-0.9,7.1,4.6,12.9,0.3,1.5,1.2,-1.7

# Overlap with the part before: 2 compounds, then new ones.
SMILES,FadD28 binding,Rv3671c inh,GDH-TPI counter,PrPC TRFRET,MazEF act,Mtb FBA inh,BoNT-F LC inh,Mtb BioA inh,Mtb UGM inh
CC(=O)c1coc2ccc(OCCN3CCCCC3)cc12,-1.5,3.5,3.3,-9.6,-4.2,1.5,-12.9,-2.7,3.1
COc1ccccc1NC(=O)CSc1nnc(-c2ccc(NC(C)=O)cc2)n1C,-5.2,-0.9,7.1,4.6,12.9,0.3,1.5,1.2,-1.7
Cc1ccc(CNS(=O)(=O)c2ccc([N+](=O)[O-])cc2)cc1,-0.1,-13.5,-3.1,-18.3,0.5,-0.3,-9.3,-1.3,-0.2
Oc1ccc(Cl)cc1CNC1CCCCC1,-1.4,x,9.1,-5.2,13.6,4.8,-5.4,0.2,x
Cc1ccc(F)cc1NC(=O)c1ccc(OCC2CCCO2)cc1 (stereo not given),1.7,4.9,3.8,-4.1,1.9,-0.4,x,-1.4,0.7
O=C(O)c1cc2c(ncc3c(=O)n(-c4ccccc4)[nH]c32)s1,-2.5,x,x,-7.1,x,-3.7,-1.3,x,x
COC(=O)C1(C)NC(c2ccccc2F)C2C(=O)N(c3ccccc3)C(=O)C21 (stereo not given),-0.2,-7.4,7.3,-4.7,-8.1,1.1,-14.7,2.6,-0.3
C/C(=N\NC(=O)c1cc(-c2ccc(Cl)s2)[nH]n1)c1ccncc1,-2.1,-11.6,3.0,-9.5,-3.0,0.1,-2.8,-5.7,-2.5
COc1ccccc1N(Cc1cc2ccc(C)cc2[nH]c1=O)C(C)=O,-1.5,1.2,-1.4,1.1,5.9,-0.8,u,-2.3,2.7
Cc1ccc(N(C(=O)c2snc(C(N)=O)c2N)C(C(=O)NCCC(C)C)c2ccco2)cc1 (stereo not given),-4.7,3.0,6.3,26.8*,-3.2,1.5,-3.4,x,-1.0
CC(C)CN1CC(C(=O)O)CC1=O (stereo not given),-0.7,-1.9,-6.1,3.5,-9.5,-2.1,1.4,-0.8,2.7
C/C(=N\NC(=O)c1ccc(C)cc1C)c1ccc(-n2ccnc2)cc1,-1.5,4.4,0.4,1.0,6.7,-1.8,-0.3,x,1.8
COCCN(Cc1nc(-c2ccc(-c3ccccc3)cc2)oc1C)C(C)C,-2.3,4.6,0.4,-1.6,5.0,6.6,-8.6,4.2,-3.4
COc1ccc(/C=C(\C#N)c2nc3ccccc3[nH]2)cc1O,0.3,x,28.4,-25.8,15.2,-0.4,0.9,-2.1,x
O=C(CS(=O)(=O)c1cn(CC(=O)N2CCOCC2)c2ccccc12)Nc1ccccc1F,0.8,-6.0,2.1,-1.8,5.6,-0.5,9.4,-1.7,-0.7
CC1(C)CC(=O)C2=C(C1)N(c1ncn[nH]1)C(N)=C(C#N)C2c1ccccc1 (stereo not given),-2.4,8.1,3.3,-6.0,4.3,3.9,-3.5,x,0.1
COc1ccc(CCNC(=O)CN(c2ccc(OC)c(OC)c2)S(=O)(=O)c2ccc(C)cc2)cc1,-1.5,0.4,8.9,1.5,-0.3,-0.5,25.4,-1.0,-1.7
COc1ccc(/C=C/c2ccccc2)cc1[C@H]1[C@@H]2C=CCC[C@@]2(C)C(=O)N1Cc1ccccc1,-0.7,0.8,17.0,2.0,2.7,8.0,-11.2,-0.9,-1.4
COc1ccc(C)cc1C1=CC(=O)C[C@H](c2ccc(F)cc2)C1,-4.9,-10.3,-7.2,-9.5,-14.4,3.2,-1.3,-0.6,-1.4
CC(C)(C)c1ccc(C(=O)Nc2ccccc2Cl)cc1,-5.6,5.0,2.7,-0.7,0.6,-3.9,-4.1,x,-2.9
COc1cccc(Cn2c3ccc(NC(=O)Cc4cc(OC)ccc4OC)cc3c(=O)n2C)c1,-1.8,x,2.7,0.1,x,152.2*,-4.3,-0.6,x
Cc1ccc(C(=O)CSc2nnc(C)s2)cc1,-5.6,-9.9,1.5,-2.2,2.5,2.8,1.1,x,x
O=C(CSc1nnc(-c2cccnc2)n1-c1ccccc1)Nc1ccccn1,-4.3,-2.6,-5.0,7.1,-6.6,3.8,u,0.0,0.2
Cc1nc(-c2ccc(S(=O)(=O)N3CCCN(CCc4ccccc4)CC3)s2)cs1,-1.2,7.8,9.4,-11.7,8.2,2.1,u,-1.9,1.8
Cc1cc(C(=O)OCn2nnc3ccccc3c2=O)c(C)n1-c1ccccc1,-2.6,-7.7,2.2,-3.6,-3.0,-3.0,-15.6,-0.3,-4.1
CNCc1c(C)nn(-c2ccccc2)c1C,-2.6,4.4,-7.6,6.0,13.1,-5.9,0.2,x,-0.9
CCOC(=O)N/N=C(\C)c1ccc(-n2cnnn2)cc1,-3.1,0.4,-1.9,1.9,7.4,0.5,-4.5,-2.8,0.5
CN(Cc1ccccc1)N=Nc1nc[nH]c1C(N)=O,-2.3,x,x,8.9,x,0.8,1.2,0.7,x
Cc1ccccc1-c1cnc(C(O)c2ccc(Cl)cc2)[nH]1 (stereo not given),-1.3,x,4.9,5.7,x,-0.8,-7.6,1.2,x
COC(=O)Cc1c(C)c2ccc(OCC(=O)N3CCCC(C)C3)c(C)c2oc1=O (stereo not given),-4.2,-2.9,9.8,26.4*,-5.8,120.2*,-1.2,0.5,3.5
C#CCNC(=O)c1ccc2sc([C@H]3C[C@H](O)[C@@H](CO)O3)nc2c1,-2.3,x,12.4,-4.8,x,-0.1,-2.5,-1.5,x
CCC(=O)N1CCN(c2ccccc2NC(=S)NC(=O)c2ccco2)CC1,-5.2,-4.2,14.5,-0.9,-5.9,-0.8,-8.4,-0.9,0.8
Cc1ccc(C(=O)N/N=C\C=C\c2ccc(Br)cc2)cn1,0.0,-17.8,35.3*,1.0,3.7,-2.8,2.5,x,0.0
Cc1[nH]n(-c2ccccc2)c(=O)c1N=Nc1ccc(C(=O)O)cc1,4.4,-12.4,8.2,1.2,3.3,-0.8,25.1,1.9,2.4
O=C(NC(=S)NCCN1CCOCC1)c1ccc(Cl)cc1,0.8,0.6,1.6,2.1,5.2,-2.2,54.4*,0.2,-1.2

# Three compounds already listed, arranged by length of the SMILES, ascending:
SMILES,FadD28 binding,Rv3671c inh,GDH-TPI counter,PrPC TRFRET,MazEF act,Mtb FBA inh,BoNT-F LC inh,Mtb BioA inh,Mtb UGM inh
O=c1c2cc([N+](=O)[O-])ccc2nc2n1CCC2,-1.4,-1.4,14.5,-42.0,0.5,3.1,19.8,-0.4,1.6
Cc1ccc(F)cc1NC(=O)c1ccc(OCC2CCCO2)cc1 (stereo not given),1.7,4.9,3.8,-4.1,1.9,-0.4,x,-1.4,0.7
COc1ccc(/C=C(\C#N)c2nc3ccccc3[nH]2)cc1O,0.3,x,28.4,-25.8,15.2,-0.4,0.9,-2.1,x

# Screening data: PubChem BioAssay, several laboratories
